Screens deposited in PubChem by NCI.
All columns: NCI-60 one-dose screen, growth in % after 48 h at 10 µM unless noted; 100 = growth as untreated, 0 = no growth, -100 = all killed.
OVCAR-5: OVCAR-5 ovarian cancer; AID 1794783; 82,000 compounds, 2.9% hits
RXF 393: RXF 393 renal cancer cells. 77,000 compounds, 6.9% hits. AID 1794773
OVCAR-8: OVCAR-8 ovarian cancer. 81,000 compounds, 4.4% hits
A498: A498 renal cancer cells | 76,000 compounds, 5.4% hits | AID 1794774
ACHN: ACHN renal cancer | 81,000 compounds, 4.9% hits | AID 1794771
OVCAR-3: OVCAR-3 ovarian cancer; 79,000 compounds, 7% hits
CAKI-1: CAKI-1 renal cancer. AID 1794772. 75,000 compounds, 4.7% hits
OVCAR-4: OVCAR-4 ovarian cancer cells. 80,000 compounds, 3.7% hits. AID 1794784
An asterisk follows results filed as active; / = not tested or not shown; & = joins results of further samples; [ ] = remark or other dose. How the source made its calls: active means growth percent below 10; inactive means the rest.

Start of the listing, in advance, 7 compounds:
No.	Structure	ACHN	OVCAR-3	OVCAR-4	OVCAR-8	CAKI-1	OVCAR-5	A498	RXF 393
1	COc1ccc(NC(=O)CC(C)=O)c(OC)c1	111	103	131	108	/	100	99	81
2	CO[C@H]1/C=C(/C)CCC[C@H](C)[C@H](O)[C@@H](C)C(=O)C(C)(C)[C@@H](O)CC(=O)O[C@@H]1/C(C)=C/c1csc(C)n1	50	-50*	64	27	11	35	2.0*	-23*
3	C=C(C)[C@@H]1CC[C@]2(C(=O)NCCCCCN(CCCN)CCCN)CC[C@]3(C)[C@H](CC[C@@H]4[C@@]5(C)CC[C@H](O)C(C)(C)[C@@H]5CC[C@]43C)[C@@H]12	98[100 µM]	103[100 µM]	/	90[100 µM]	77[100 µM]	95[100 µM]	115[100 µM]	78[100 µM]
4	Clc1ccc(-c2cc(-c3cc(-c4ccc(Cl)cc4Cl)n[nH]3)[nH]n2)c(Cl)c1	95	98	93	101	76	105	113	118
5	CCOC(=O)c1sc(-c2ccc(OS(=O)(=O)c3ccc(Br)s3)c(C=O)c2)nc1C	7.4*	-1.8*	7.2*	3.6*	3.5*	61	65	52
6	O=C(Nc1ccccc1)Nc1ccccc1	109&101&102	114&98&93	101&93&95	94&105&103	91	99&107&102	102&128&100	104&107
7	NC(=O)c1cc(Br)cc(Br)c1O	107	104	101	85	108	106	100	114

The list itself (from the top)
No.	Structure	ACHN	OVCAR-3	OVCAR-4	OVCAR-8	CAKI-1	OVCAR-5	A498	RXF 393
1	COc1ccc(NC(=O)CC(C)=O)c(OC)c1	111	103	131	108	/	100	99	81
2	CO[C@H]1/C=C(/C)CCC[C@H](C)[C@H](O)[C@@H](C)C(=O)C(C)(C)[C@@H](O)CC(=O)O[C@@H]1/C(C)=C/c1csc(C)n1	50	-50*	64	27	11	35	2.0*	-23*
3	C=C(C)[C@@H]1CC[C@]2(C(=O)NCCCCCN(CCCN)CCCN)CC[C@]3(C)[C@H](CC[C@@H]4[C@@]5(C)CC[C@H](O)C(C)(C)[C@@H]5CC[C@]43C)[C@@H]12	98[100 µM]	103[100 µM]	/	90[100 µM]	77[100 µM]	95[100 µM]	115[100 µM]	78[100 µM]
4	Clc1ccc(-c2cc(-c3cc(-c4ccc(Cl)cc4Cl)n[nH]3)[nH]n2)c(Cl)c1	95	98	93	101	76	105	113	118
5	CCOC(=O)c1sc(-c2ccc(OS(=O)(=O)c3ccc(Br)s3)c(C=O)c2)nc1C	7.4*	-1.8*	7.2*	3.6*	3.5*	61	65	52
6	O=C(Nc1ccccc1)Nc1ccccc1	109&101&102	114&98&93	101&93&95	94&105&103	91	99&107&102	102&128&100	104&107
7	NC(=O)c1cc(Br)cc(Br)c1O	107	104	101	85	108	106	100	114
8	CC(=O)Nc1ccc(-c2cc3c(NCc4ccc(Cl)cc4)ncnc3s2)cc1	77	88	84	89	59	77	61	/
9	NCc1ccccc1	113	105	105	108	106	115	102	98
10	NC(=O)Nc1ccccc1	118	/	115	101	105	112	67	109
11	O=C(O)C1(NO)CCCC1	107	111	109	92	95	102	106	111
12	C#CCOc1cc(/C=N/Nc2nc(-c3ccc(Br)cc3)cs2)ccc1O	69	72	51	65	63	93	64	112
13	Cc1nn(-c2ccc([N+](=O)[O-])cc2)c2ncnc(Nc3ccccc3)c12	102	106	107	99	104	100	103	103
14	Cc1ccc(NC(=S)N2CCOCC2)cc1C	99	104	102	104	101	102	105	/
15	Fc1ccc2c(-c3cncn3Cc3ccc(I)cc3)c[nH]c2c1	23	93	73	89	70	82	68	89
16	Cc1nc2ccccc2c(C(=O)O)c1-c1ccccn1	102	127	111	110	109	105	125	109
17	O=S(=O)(c1ccc(Cl)cc1)N1CCN(c2nccc(-c3c(-c4cccc(F)c4)nc4sccn34)n2)CC1	82	94	68	85	69	110	/	107
18	CC1(C)CC(=O)C([C@H](c2ccccc2)N2c3ccccc3Sc3ccccc32)C(=O)C1	99	101	90	93	86	85	78	97
19	c1csc(-c2cn3ccnc3c(-c3cccs3)n2)c1	102	105	52	104	102	98	87	111
20	O=C(Nc1ccccc1)Nc1nc2ccc([N+](=O)[O-])cc2[nH]1	38	38	24	67	27	75	11	60
21	COc1cc(C)cc2oc3oc(=O)c(C(=O)c4cc5ccccc5o4)cc3c(=O)c12	90	105	102	103	79	103	109	91
22	OCC(O)C(O)C(O)C(O)C(O)C(O)CO (stereo not drawn)	102	107	99	103	96	94	93	94
23	COc1ccc(S(=O)(=O)NC2C3c4ccccc4C(c4ccccc43)C2O)c(OC)c1 (stereo not drawn)	108	110	109	109	78	103	54	103
24	C#CCC1(c2cccc(Cl)c2)NS(=O)(=O)c2ccccc21 (stereo not drawn)	113	104	104	95	95	111	105	125
25	C/C(=N\NC(=S)Nc1ccccc1)c1nnn(-c2ccc(F)cc2)c1C	50	/	62	77	64	74	80	70
26	COc1ccc(/C=C/C(=O)c2cccc(OCCCCOc3cccc(C(=O)/C=C/c4ccc(OC)cc4)c3)c2)cc1	96	110	83	96	89	105	101	97
27	COc1cc2oc(-c3cccc(NC(=O)c4cc([N+](=O)[O-])ccc4Br)c3)cc(=O)c2c(OC)c1OC	84	102	86	52	47	105	107	75
28	COc1ccc2c(c1)C(=O)/C(=C/c1ncc([N+](=O)[O-])n1C)O2	9.5*	-18*	-6.9*	-18*	-22*	1.7*	-35*	-54*
29	O=C1CC2(C(=O)N1CN1CCOCC1)c1ccccc1-c1ccccc12	103	99	113	103	103	89	105	112
30	O=c1oc2cc(O)ccc2c2ccccc12	110	114	107	108	99	114	101	129
31	CC1=C(N2CCOCC2)C(N2CCOCC2)=C(C)C(=O)C1=O	101	109	104	97	101	98	89	101
32	Cc1ccc(C(=O)/C=C\C=C\c2ccccc2)cc1	116	112	98	101	99	113	90	115
33	C=C1C(=O)O[C@H]2[C@H]1CC/C(Cn1cc(CNCCc3c[nH]c4ccccc34)nn1)=C\CC[C@@]1(C)O[C@@H]21	87	69	/	92	91	89	103	85
34	C#CCn1c(CO)ccc1CNc1ccccc1OC	104	112	116	108	99	109	129	128
35	CCN(CC)CCOc1ccc(Cl)c(C)c1	104	95	117	104	102	101	103	104
36	O=C(NCCSSCCNC(=O)c1ccccc1)c1ccccc1	105	116	95	109	92	105	104	100
37	CCOC(=O)c1c(C)n(-c2ccccc2)c2ccc(OC(=O)c3cc(OC)c(OC)c(OC)c3)cc12	84	92	74	83	73	101	94	64
38	COc1cc(C)c2sc3ccccc3c(=O)c2c1NCCN(C)C	38	87	73	40	40	87	55	59
39	O=C1c2ccccc2CCC1[n+]1ccccc1 (stereo not drawn)	106	98	108	86	104	105	115	129
40	Cc1cccc(N2CCN(C(N)=O)CC2)c1	100	108	111	98	97	94	98	105
41	CCOC(=O)OC(C#N)c1cccc(OC)c1OC (stereo not drawn)	103	119	111	103	/	104	91	113
42	O=C1/C=C/[C@@H](O)[C@@H]2C[C@@H](O)C[C@H]2/C=C/CCC[C@H](CCc2cccc3ccccc23)O1	6.4*	-48*	14	18	-18*	25	-36*	-31*
43	O=C(Nc1ccc(OCc2ccccn2)c(Cl)c1)c1cccnn1	104	111	101	103	91	103	90	112
44	COc1ccc(Nc2ncnc3c2cnn3-c2cccc(Br)c2)cc1	102	93	94	91	84	113	81	74
45	O=C(CSc1nc2ccc([N+](=O)[O-])cc2[nH]1)Nc1ccc(F)c(Cl)c1	17	17	2.6*	15	9.3*	51	-13*	30

Gathered by group: the compounds so far with a COOH group
No.	Structure	ACHN	OVCAR-3	OVCAR-4	OVCAR-8	CAKI-1	OVCAR-5	A498	RXF 393
11	O=C(O)C1(NO)CCCC1	107	111	109	92	95	102	106	111
16	Cc1nc2ccccc2c(C(=O)O)c1-c1ccccn1	102	127	111	110	109	105	125	109

Following part.
No.	Structure	ACHN	OVCAR-3	OVCAR-4	OVCAR-8	CAKI-1	OVCAR-5	A498	RXF 393
46	CC(=O)/C(=C/n1c(=S)[nH]c2ccccc21)C(=O)Nc1ccccc1C	98	112	95	100	102	103	77	111
47	CC(=O)OC[C@@]12Oc3c(cccc3-c3ccc(O)c4c3O[C@]3(COC(C)=O)C(=C4O)C(=O)C[C@H](C)[C@@H]3OC(C)=O)C(O)=C1C(=O)C[C@H](C)[C@@H]2OC(C)=O	7.5*	12	5.5*	15	0.3*	28	1.5*	12
48	CN1c2ccccc2C(C)(C)C12CC(c1ccc(Cl)c(S(=O)(=O)N3CCCC3)c1)=NO2 (stereo not drawn)	62	83	88	57	40	76	81	77
49	O=C(CCc1nnc(COc2ccccc2)o1)c1nc2ncccc2[nH]1	94	88	89	86	67	97	84	110
50	Cc1[nH]n(-c2cccc(Cl)c2)c(=O)c1/C=C1\C=c2ccccc2=CC1=O	-36*	63	-62*	22	35	17	107	-77*
51	C/C=C(\C)C(C(=O)NC1CCCCC1)N(C(=O)C1CCc2cc(F)ccc2O1)c1ccc(F)cc1 (stereo not drawn)	106	108	97	95	90	101	96	112
52	CC(=O)SCC(=O)Nc1ccc(Cl)cc1	114	111	107	104	95	127	/	107
53	Cc1cc(C)nc(NS(=O)(=O)c2ccc(Nc3nc(C)c4c(=O)[nH]c(SCc5ccccc5)nc4n3)cc2)n1	104	114	94	105	/	95	105	192
54	COc1ccc(-n2nc(C(=O)NCCCCCC(=O)O)nc2-c2ccccc2)cc1	101	/	110	101	/	104	105	101
55	CCOC(=O)C(=O)c1ccccc1	106	112	108	105	102	112	98	103
56	COC(=O)c1ccc2c(c1)NC(=O)[C@H]1CCCN21	109	74	92	101	/	106	95	95
57	N=c1c2ccccc2nc2n1CCCCCCC2	103	95	135	115	/	97	96	139
58	Cc1cc(O)c(C(C)C)cc1NC(=O)Nc1ccc(Br)cc1	103	101	106	93	85	100	80	107
59	N#CCCOC(=O)c1ccccc1C(=O)O	103	120	109	107	98	124	93	120
60	Oc1c(CN2CCCC2)cc(COCc2ccccc2)c2cccnc12	6.1*	18	14	9.9*	10	43	19	46
61	O=C1CCn2c(=O)cc(-c3ccccc3)c3cccc1c32	105	110	106	107	97	91	104	110
62	S=C(SSC(=S)N(c1ccccc1)c1ccccc1)N(c1ccccc1)c1ccccc1	114	102	113	90	/	111	114	111
63	NC(CSC(c1ccccc1)(c1ccccc1)c1ccc(Cl)cc1)C(=O)O (stereo not drawn)	53	-41*	63	-16*	/	12	27	/
64	Nc1c(C(=O)Nc2cccnc2)sc2nc3c(cc12)CCCC3	102	112	93	103	101	92	86	95
65	Cn1cc(-c2nnc(-c3cn(C)c4ncc(Br)cc34)s2)c2cc(Br)ccc21	94	100	94	96	74	89	53	118
66	CCN(CCO)CC(C)Nc1ccc([N+](=O)[O-])c2sc3ccccc3c(=O)c12 (stereo not drawn)	11	49	44	26	-3.3*	58	51	9.3*
67	Cc1ccc(OCc2ccc(Br)cc2)cc1	106	104	108	100	110	96	88	92
68	CN1C(=O)/C(=C/c2nc(-c3ccccc3F)n3ccccc23)c2cc(F)ccc21	95	108	99	100	84	106	85	107
69	O=C1NC(=O)C(=Cc2cc(-c3ccc(Br)cc3)n(-c3ccccc3)n2)C(=O)N1	97	109	96	97	93	100	96	83
70	COc1cc(-c2nn(-c3cccc(NC(=O)Nc4cccc(C(F)(F)F)c4)c3)cc2-c2ccncc2)ccc1Cl	6.5*	-42*	11	-36*	12	28	-5.2*	-70*
71	CC(=O)C(C)Cc1cc2c(cc1C)C(C)(C)CCC2(C)C (stereo not drawn)	104	108	104	101	98	99	108	104
72	O=c1[nH]c(CCl)nc2c(-c3nc4ccccc4s3)c(Nc3ccccc3)sc12	90	99	110	101	99	96	99	109
73	N#Cc1cnc2nc1NCCCCCCC2	98	101	115	106	90	97	92	110
74	CCC(=O)OCC(=O)[C@@]1(OC(=O)CC)[C@H](C)CC2C3C([C@@H](O)C[C@@]21C)[C@@]1(C)C=CC(=O)C=C1C[C@H]3Cl (stereo partly drawn)	93	102	94	91	85	88	130	131
75	Cc1cc(C)c2c(N)c(-c3nc4cc(Cl)ccc4o3)sc2n1	97	105	90	101	90	115	105	108
76	Cc1ccc(C2=CSC3=NC(=O)C(CCN4CCCC4)N23)cc1 (stereo not drawn)	94	108	99	92	87	112	97	101
77	COc1cc(/C=C2\CCCC3=C2NC(N)=NC3c2cc(OC)c(OC)c(OC)c2)cc(OC)c1OC (stereo not drawn)	-38*	-18*	27	-36*	-4.1*	6.9*	0.4*	-88*
78	O=C(Oc1ccc(Cl)cc1[N+](=O)[O-])Oc1ccc(Cl)cc1[N+](=O)[O-]	108	119	119	108	104	108	154	124
79	c1ccc(Cc2cccnc2)cc1	104	104	102	114	/	97	103	106
80	COC(=O)c1cccc2c1c(/C=C1\SC(=S)NC1=O)cn2C	105	104	105	100	98	108	/	109
81	O=c1[nH]c(=O)c2cc(Sc3ccc(Cl)cc3)ccc2[nH]1	108	112	97	88	95	111	108	99
82	COc1ccc2nc(N=Nc3c(N)nc(N)[nH]c3=O)sc2c1	94	116	93	98	88	106	104	109
83	O=C(COc1ccc(-c2nc3ccccc3[nH]2)cc1)NN1C(=O)c2ccccc2C1=O	102	/	105	102	85	95	/	108
84	O=C1Nc2ccc(F)cc2/C1=C/c1cccc(OCc2ccccn2)c1	38	27	61	26	17	60	87	28
85	C=CCn1c(SCC(=O)Nc2ccc(C(=O)/C=C/c3cc(OC)c(OC)c(OC)c3)cc2)nnc1-c1cc(-c2ccc(S(N)(=O)=O)cc2)nc2ccccc12	94	81	84	57	72	123	97	65
86	CC1=C(C)C[C@]2(C(=O)O[C@H](C)[C@H]2C)[S@](=O)C1	115	104	125	101	/	113	/	103
87	COc1ccc(CC2c3cc(OC)c(OC)cc3CC[N+]2(C)CCC(=O)OCCCCCOC(=O)CC[N+]2(C)CCc3cc(OC)c(OC)cc3C2Cc2ccc(OC)c(OC)c2)cc1OC (stereo not drawn)	97	96	90	96	87	103	66	91
88	Cc1ccc(NCc2c(O)ccc3ccccc23)cc1	91	94	102	91	/	105	85	99
89	NS(=O)(=O)c1ccc(NCC/C(=N\O)c2ccccc2)cc1	104	112	110	99	96	107	100	119
